Screening data as filed in PubChem BioAssay.
GPR35 antagonists = GPR35 antagonists blocking zaprinast-driven arrestin recruitment, primary screen, imaging, U2OS, beta-arrestin-GFP, zaprinast agonist (AID 2058); U2OS GPR35 beta-arrestin-GFP translocation imaging, zaprinast antagonism; higher % means a stronger effect; one-dose inhibition, % at 10 µM; IC50 in µM for titrated hits; 0.052% of 290,000 active;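 active = inhibition of at least 50% with at least 30 cells and total cytoplasm GFP at most 10,000,000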
KOR beta-arrestin-1 = KOR antagonists, beta-arrestin recruitment, cell-based, luminescence, uHTS (AID 1778). KOR beta-arrestin recruitment, luminescence, antagonist mode; higher % means a stronger effect. inhibition, % at 10 µM, or IC50 in µM where a hit was titrated. 0.091% of 290,000 active; in the data active = inhibition above about 50%; note: strong numbers were not always called active
NOD1 NF-kB reporter = NOD1 signaling inhibitors, primary screen, cell-based, luminescence, uHTS (AID 1578) | inhibition, % at 4 µM; hits with a dose series show EC50 in µM | 1% of 290,000 active | NOD1-driven NF-kB luciferase reporter cells, luminescence; higher % means a stronger effect; in the data active = inhibition mostly above about 36%, no sharp cut-off; inactive = mostly below about 34%;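 note: HEK-293T reporter cells stimulated with the NOD1 agonist gamma-tri-DAP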
HIV fusion peptide = inhibitors of HIV fusion peptide binding, primary screen, biochemical, uHTS, fluorescence dequenching (AID 1986) | cell-free peptide binding, fluorescence dequenching, 30 min; higher % means a stronger effect | inhibition, % at 20 µM, or IC50 in µM where a hit was titrated | 0.3% of 290,000 active; in the data active = inhibition mostly above about 52%, no sharp cut-off; inactive = mostly below about 76%; note: some results filed as inactive read as strong as hits
GPR55 LPI antagonism = GPR55 antagonists blocking LPI-driven arrestin recruitment, primary screen, imaging, U2OS, beta-arrestin-GFP, LPI agonist (AID 2013) | U2OS GPR55 beta-arrestin-GFP translocation imaging, LPI antagonism; higher % means a stronger effect | inhibition, % at 10 µM; hits with a dose series show IC50 in µM | 0.13% of 290,000 active;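 active = spots per cell inhibited over 60%, with over 100 cells counted and total cytoplasm intensity under 500,000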;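 note: U2OS cells stably carrying GPR55 and arrestin-GFP stimulated by 5 µM LPI near EC80; imaged beta-arrestin-GFP aggregate spots per cell after agonist stimulation; plate controls were LPI-stimulated DMSO wells for no effect and DMSO wells without LPI for full effect; some results filed as inactive read as strong as hits; confirmed hits need IC50 under 10 µM and bright autofluorescent wells are also inconclusive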
GPR55 beta-arrestin = GPR55 agonists via beta-arrestin recruitment, primary screen, imaging, U2OS cells, beta-arrestin-GFP redistribution (AID 1961). U2OS GPR55 beta-arrestin-GFP redistribution imaging; higher % means a stronger effect. one-dose activation, % at 10 µM; EC50 in µM for titrated hits. 0.048% of 290,000 active;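 active = activation above 40% with more than 50 cells counted in the well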;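 note: U2OS osteosarcoma cells stably expressing GPR55 and beta-arrestin-GFP; plate controls were DMSO negative control for no effect and LPI positive control for full effect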
Siah-1 displacement = Siah-1 peptide-binding antagonists, primary screen, biochemical, fluorescence polarization, rhodamine-plectin, uHTS (AID 1817); 0.02% of 290,000 active; displacement, % at 20 µM; hits with a dose series show IC50 in µM; Siah-1 / rhodamine-plectin peptide fluorescence polarization; higher % means a stronger effect;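 active = displacement of at least 50% at 20 µM, with a fluorescence ratio check between 0.3 and a set limit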;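 note: plate controls were Siah plus tracer with DMSO for no effect and tracer alone without Siah for full effect; strong numbers were not always called active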
AID2073 = inhibitors of Mint1-CaV2.2 protein interaction, biochemical, HTRF (AID 2073); HTRF protein-protein interaction, Mint1-CaV2.2; higher % means a stronger effect; inhibition, % at 20 µM, or IC50 in µM where a hit was titrated; 0.19% of 290,000 active; in the data active = inhibition mostly above about 51%, no sharp cut-off; note: some results filed as inactive read as strong as hits
KOR beta-arrestin-2 = kappa opioid receptor activators – cell-based, luminescence, uHTS, primary screen (AID 1777). KOR beta-arrestin recruitment, luminescence; higher % means a stronger effect. activation, % at 10 µM; hits with a dose series show EC50 in µM. 0.02% of 280,000 active; in the data active = activation above about 50%, passing the limit was not always enough; note: a part of the inactive calls stands beside numbers as strong as those of hits
Starred values were filed as active, the others as inactive; . = no result given; [ ] = remark or other dose. An excerpt. The share of hits here may be higher or lower than overall.

cpd	NOD1 NF-kB reporter	SMILES	KOR beta-arrestin-2	HIV fusion peptide	GPR55 beta-arrestin	GPR35 antagonists	GPR55 LPI antagonism	KOR beta-arrestin-1	AID2073	Siah-1 displacement
1	-32%	FC(F)(F)c1cccc(Cc2noc(CN3CCCC3)n2)c1	-1.1%	0.3%	0.2%	4%	4%	-1%	2%	1%
2	20%	O=C(NCCN1C(=O)S/C(=C\c2cccc(Cl)c2Cl)C1=O)C1=COCCO1	4.4%	-0.9%	0.3%	-3%	-13%	-79%	-12%	2%
3	-31%	COc1ccccc1C1(CC(=O)O)CCOC(C(C)C)C1 (configuration not stated)	0.9%	2.0%	0.0%	17%	6%	1%	2%	2%
4	21%	CN(C)C(=S)c1ccc(N(C)C)cc1	4.8%	-2.5%	-0.1%	-9%	8%	-26%	0%	-5%
5	10%	COc1ccc(CCN(Cc2cc3cccc(C)c3[nH]c2=O)C(=O)N2CCCC2)cc1OC	-2.1%	-0.9%	-0.1%	11%	3%	-22%	3%	-1%
6	-16%	COc1c(/C=N/NC(N)=S)c(C)nn1-c1ccccc1	13%	0.9%	-0.3%	9%	11%	-1%	-4%	5%
7	2%	Cc1ccc(/C=N/NC(=O)c2ccc3c(c2)OCCO3)s1	6.0%	-2.9%	-0.2%	12%	-4%	-34%	-20%	0%
8	-2%	COc1cccc(CNC(=O)CN(C)S(=O)(=O)c2cccc3cccnc23)c1	-1.0%	0.1%	0.2%	6%	2%	25%	3%	0%
9	-39%	CCCCN1C(=O)C(NC(C)=O)c2ccccc21 (configuration not stated)	1.9%	0.6%	-0.1%	20%	-2%	4%	-5%	4%
10	-87%	COc1cccc(C(=O)Nc2ccc3c(C)cc(=O)oc3c2)c1	-4.7%	-0.4%	0.2%	2%	-7%	33%	27%	16%
11	18%	Cc1ccc(S(=O)(=O)N2c3cc(C)ccc3OCC2C(C)(C)C)cc1 (configuration not stated)	2.6%	2.1%	-0.3%	6%	-13%	-15%	-2%	8%
12	-38%	Nc1nc(SCC(=O)Nc2cc(C(F)(F)F)ccc2N2CCOCC2)n[nH]1	-3.2%	-0.8%	0.1%	-2%	-1%	17%	-4%	1%
13	-9%	COc1cccc(-c2cc(C(=O)Nc3ccc(OC)c(OC)c3)no2)c1	-3.0%	-0.1%	-0.1%	3%	13%	19%	9%	2%
14	-8%	Cc1cccc(NC(=O)CCNC(=O)c2ccco2)c1	-2.6%	-1.4%	-0.3%	6%	-1%	-21%	5%	-2%
15	8%	COc1cccc(NC(=O)CCc2nnc3ccc(NCc4ccco4)nn23)c1	-0.1%	1.7%	-0.2%	-6%	-4%	-9%	14%	-6%
16	-5%	COc1ccc(OC(=O)c2c(C)nn(-c3ccccc3)c2C)cc1	0.2%	0.3%	-0.2%	-11%	-2%	28%	7%	7%
17	1%	Fc1ccc2nc3[nH]c4ccccc4c3nc2c1	5.5%	1.0%	0.0%	-14%	-5%	-20%	4%	13%
18	-23%	O=C(NC(=S)Nc1cc(S(=O)(=O)N2CCOCC2)ccc1N1CCOCC1)C1CCCC1	-8.3%	-0.2%	0.2%	10%	-7%	13%	0%	1%
19	-12%	Cc1cc(Cl)ccc1NC(=S)NCCCO	-2.8%	-1.2%	-0.2%	-7%	6%	.	-8%	8%
20	-19%	O=C(c1ccc(OC2CCN(CCc3ccccc3)CC2)cc1)N1CCCC(CCCO)C1 (configuration not stated)	-5.4%	1.6%	-0.2%	2%	18%	-10%	6%	3%
21	-10%	NNC(=O)c1csc(COc2cc(Cl)cc(Cl)c2)n1	2.2%	-2.6%	-0.3%	24%	2%	44%	10%	-6%
22	-62%	CSc1nsc(SCC(=O)Nc2ccccc2C(=O)O)n1	-2.6%	7.0%	0.5%	-2%	-2%	30%	4%	2%
23	-12%	Cc1cc(C)n(CC(=O)NCCC2=CCCCC2)n1	0.5%	2.6%	-0.1%	0%	4%	18%	11%	4%
24	7%	O=C(C1=C(O)C(=O)N(CCCn2ccnc2)C1c1cccc(Br)c1)c1ccco1 (configuration not stated)	3.8%	-1.3%	0.0%	6%	-19%	-35%	24%	3%
25	-19%	CC(=O)c1cc(C(=O)N2CCc3c([nH]c4ccccc34)C2CC(C)C)[nH]n1 (configuration not stated)	-2.1%	1.6%	-0.3%	2%	-3%	-20%	5%	2%
26	-5%	COc1ccc(N2CCN(C(=O)CSc3ncccc3-c3nc4ccccc4[nH]3)CC2)cc1	0.9%	-0.8%	-0.1%	23%	5%	26%	6%	2%
27	-35%	C=CCSc1nc(N)c(C#N)c(-c2ccc(C)cc2)c1C#N	2.8%	1.5%	-0.1%	-8%	8%	-12%	0%	-1%
28	10%	O=Nc1c(O)n(Cc2ccccc2)c2ccccc12	-1.1%	-1.2%	-0.1%	2%	-14%	21%	0%	0%
29	-15%	Cc1ccc(OC(=S)Nc2ccc(F)cc2)cc1	-3.8%	-2.0%	0.0%	-12%	12%	1%	-11%	7%
30	-18%	O=C(CSc1nc2ccccc2c(=O)n1Cc1ccco1)N1CCCC1	6.4%	0.8%	-0.1%	-8%	-1%	-27%[20 µM]	-10%	0%
31	-26%	O=C(CSc1nnc(-c2ccc(Br)cc2)o1)Nc1cccc2ccccc12	1.0%	0.6%	0.2%	8%	3%	-1%	-3%	-4%
32	-33%	Cc1cc(C(=O)O)ccc1-c1ccc(CO)o1	-2.8%	3.2%	0.2%	-7%	-6%	-3%[20 µM]	13%	6%
33	-25%	CCCCOC(=O)c1ccc(NC(=O)c2nn(C)cc2Br)cc1	-2.1%	-0.3%	-0.4%	-3%	6%	4%	3%	4%
34	.	CCOc1ccc(C(=O)NCCCn2ccnc2)cc1	-0.9%	1.1%	0.0%	-9%	4%	9%	2%	2%
35	-28%	COc1ccc(-c2nc(C#N)c(N3CCOCC3)o2)cc1OC	3.2%	-1.5%	-0.1%	-1%	16%	4%	-4%	2%
36	-6%	C=CCSc1ncccc1C(=O)O	-1.0%	-1.5%	-0.1%	18%	5%	-26%	-8%	-4%
37	-37%	O=C(Nc1ccc2c(c1)C(=O)OC2)c1ccc(C(F)(F)F)cc1	-5.4%	0.5%	0.2%	0%	6%	1%	-6%	6%
38	-28%	Cn1c(CC(=O)Nc2ccccc2F)nnc1SCC(=O)N1CCOCC1	-5.6%	-0.7%	-0.1%	-10%	10%	-4%	-2%	1%
39	6%	CCCOc1ccc(CSc2n[nH]c(C)n2)cc1	6.7%	0.6%	-0.3%	-9%	-12%	-28%	4%	3%
40	-72%	COc1ccccc1C(=O)Nc1sc2c(c1C(N)=O)CCCC2	-0.7%	0.6%	-0.1%	4%	11%	-45%[20 µM]	22%	6%
41	19%	O=C(N/N=C\c1cc(Br)cs1)C1COc2ccccc2O1 (configuration not stated)	-4.1%	-0.1%	0.8%	18%	-2%	-19%	12%	-3%
42	-7%	O=S1(=O)NC[C@]23C[C@H](c4ccc(F)cc4)[C@@H](C[C@@H]21)O3	4.9%	2.5%	0.0%	5%	1%	-5%	6%	3%
43	-11%	O=C(NC(=S)NCc1ccco1)c1ccccc1[N+](=O)[O-]	0.5%	2.0%	0.5%	-18%	11%	-14%	-1%	4%
44	-1%	O=c1cnnc(N/N=C/c2cccs2)[nH]1	-0.1%	-1.9%	-0.2%	-8%	-18%	-38%	1%	-3%
45	-48%	O=C1/C(=C\Nc2ccc(Cl)cc2)CCN1c1ncccn1	5.7%	0.2%	0.5%	7%	4%	-18%	-3%	-3%
46	0%	Cc1ccc(NC(=O)CCC(=O)NNC(=O)c2cccs2)c(C)c1	1.1%	-0.7%	0.0%	-10%	.	-8%	-8%	0%
47	13%	CN(C)S(=O)(=O)c1ccc(C(=O)Nc2ccnn2C2CCCCC2)cc1	3.6%	-1.0%	-0.2%	2%	3%	40%	-3%	2%
48	30%	Cc1ccc(S(=O)(=O)N2CCN(Cc3ccccc3)CC2)c(C)c1N(C)S(=O)(=O)c1ccccc1	-3.2%	0.5%	-0.2%	5%	7%	13%	4%	0%
49	-30%	CC(=O)COc1ccc2c(-c3ccccc3)cc(=O)oc2c1C	2.6%	0.8%	-0.3%	4%	-2%	-62%[20 µM]	3%	8%
50	3%	c1ccc(-c2n[nH]nc2-c2ccccc2)cc1	-2.3%	0.9%	-0.1%	13%	6%	20%	1%	1%
51	-19%	C=CCn1c(N)cc(=O)nc1SCC(=O)Nc1ccc(C(=O)OC)cc1	-3.5%	-1.2%	-0.1%	1%	19%	15%	6%	-2%
52	13%	CCC(COC)NC(=O)c1ccc(OC)c(OC2CCN(C(C)=O)CC2)c1 (configuration not stated)	-0.7%	2.2%	-0.3%	4%	-6%	-37%	0%	1%
53	-40%	COc1cccc(N(CC(=O)NCc2ccccc2)C(=O)CCC(=O)Nc2nccs2)c1	-1.1%	-2.4%	-0.3%	10%	7%	-14%	-4%	1%
54	-21%	CN(C(=O)c1cccs1)c1ccc(OCC(=O)N2CCC(C(N)=O)CC2)cc1	2.0%	-1.2%	0.4%	13%	3%	-10%	-4%	-1%
55	-13%	O=S(=O)(c1ccc(Cl)cc1)N1CCCC1c1nc(-c2ccc(Cl)cc2)no1 (configuration not stated)	-2.5%	-0.6%	-0.1%	-10%	10%	-13%	7%	-2%
56	1%	CCC1CCCCN1S(=O)(=O)c1ccc2[nH]c(=O)ccc2c1 (configuration not stated)	.	-1.1%	0.5%	8%	-3%	-1%[20 µM]	5%	-2%
57	-11%	COc1cc(NC(=O)c2cc(-c3ccc4c(c3)OCO4)on2)cc(OC)c1OC	-2.7%	-0.2%	0.0%	6%	-7%	-32%	-23%	12%
58	-20%	CCc1ccccc1OCC(=O)Nc1ccc(S(N)(=O)=O)cc1	-1.5%	1.8%	-0.1%	-5%	2%	36%	-8%	-2%
59	14%	CC(C(=O)NCc1ccccc1)N1C(=O)C2CC=C(Cl)CC2C1=O (configuration not stated)	0.4%	1.1%	0.0%	4%	-5%	-31%	20%	0%
60	5%	Fc1cccc(NC(=S)NCCc2ccccc2)c1	6.7%	-0.7%	0.1%	2%	-3%	1%	2%	0%
61	-24%	Cc1cccc(N/N=C/c2ccncc2)c1	-1.5%	1.4%	-0.2%	0%	15%	33%	-4%	12%
